Screens as filed in PubChem BioAssay.
TGFb SMAD3 inh: inhibitors of TGF-b signaling | HepG2 CAGA-GFP TGF-b/SMAD3 reporter, GFP fluorescence, 18 h; TGF-beta stimulated, 500 pg/mL final | Potency, µM (titrated, usually from 46.1 µM), inactives show at the highest dose activity, negative = inhibition, actives largely listed as inhibitors | hit rate 1.2% among 410,000 | AID 588855; note: potency is the fitted concentration of half-maximal effect; % is set by controls: 0 for no effect and ±100 for the full control effect; nearly all actives have a fitted effect of over 65% in size
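TGF-beta reporter screen: HEPG2 CAGA-GFP, 1% FBS, 500 pg/mL TGF-beta final, 18 h; per-cell GFP summed per well; curves fitted and categorized by class.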
EPAC2 ag: EPAC2 (human) agonism; Q8WZA2; hit rate 0.079% among 360,000; Potency, µM (doses to about 154 µM), for the others: top-dose activation, hits mostly activators; EPAC2 activation, biochemical qHTS; response scale: 100% = 6.5 mM cAMP response; note: potency is the fitted concentration of half-maximal effect; nearly all actives have a fitted effect of over 50% in size
Target sequence (Q8WZA2 whole entry, looked up): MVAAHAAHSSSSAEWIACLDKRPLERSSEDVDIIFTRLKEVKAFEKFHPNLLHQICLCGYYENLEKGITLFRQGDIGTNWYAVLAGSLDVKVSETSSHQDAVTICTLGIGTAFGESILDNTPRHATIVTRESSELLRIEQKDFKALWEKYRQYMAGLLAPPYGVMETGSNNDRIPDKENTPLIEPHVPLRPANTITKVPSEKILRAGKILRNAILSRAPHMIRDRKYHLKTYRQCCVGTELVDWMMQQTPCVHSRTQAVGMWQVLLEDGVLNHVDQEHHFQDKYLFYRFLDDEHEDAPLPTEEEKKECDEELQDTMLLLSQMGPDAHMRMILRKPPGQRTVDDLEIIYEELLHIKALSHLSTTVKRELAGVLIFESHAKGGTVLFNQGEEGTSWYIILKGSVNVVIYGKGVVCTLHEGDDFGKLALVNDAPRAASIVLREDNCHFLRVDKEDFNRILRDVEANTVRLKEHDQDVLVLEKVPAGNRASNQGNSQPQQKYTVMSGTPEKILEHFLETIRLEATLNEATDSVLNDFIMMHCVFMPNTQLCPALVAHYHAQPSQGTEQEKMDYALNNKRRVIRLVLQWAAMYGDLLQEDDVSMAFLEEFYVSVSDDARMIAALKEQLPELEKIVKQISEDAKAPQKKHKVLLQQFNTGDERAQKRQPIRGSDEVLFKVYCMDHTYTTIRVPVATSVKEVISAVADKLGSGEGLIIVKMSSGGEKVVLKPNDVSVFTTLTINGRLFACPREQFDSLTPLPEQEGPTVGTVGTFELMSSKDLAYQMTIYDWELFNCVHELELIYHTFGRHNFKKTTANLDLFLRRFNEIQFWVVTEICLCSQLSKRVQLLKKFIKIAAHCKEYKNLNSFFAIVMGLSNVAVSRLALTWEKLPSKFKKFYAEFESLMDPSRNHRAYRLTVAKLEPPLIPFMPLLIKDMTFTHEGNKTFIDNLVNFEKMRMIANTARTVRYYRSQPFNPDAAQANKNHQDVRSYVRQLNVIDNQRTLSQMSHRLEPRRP
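In this primary screen, activation is scored as increased exchange of BODIPY-GDP from Rap1B by 100 nM EPAC2, with 50 uM GDP as competitor. Signal is normalized to the 6.5 mM cAMP agonist control.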
CCT chaperon mod: modulators of cytosolic chaperonin (CCT/TRiC) activity; purified chaperonin ATPase assay, HTRF ADP detection, 30 min; activity change, % (test concentration not listed), hits read low; hit rate 0.3% among 360,000; AID 651819; in the data active = activity change below about -30%; note: % is set by controls: 0 for no effect and ±100 for the full control effect
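First, chaperonin was dispensed at 40 nM or 20 nM final depending on batch activity. Next, compounds were pinned at 76 uM and ATP added at 10 uM. After 30 min at 37 °C, ADP detection reagents ran 30 min at ambient temperature.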
Nrf2 inh: blocks Nrf2 signaling; A549 ARE-Fluc reporter, luciferase luminescence, 18-24 h; Potency, µM (doses to about 46 µM), without a hit: top-dose activity change, negative = inhibition, actives largely listed as inhibitors; hit rate 2.1% among 360,000; note: potency is the fitted concentration of half-maximal effect; % is set by controls: 0 for no effect and ±100 for the full control effect; nearly all actives have a fitted effect of over 60% in size
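A549 ARE_Fluc cells, 5000/well, 5% FBS OPTI-MEM; compounds in dose-response, 18-24 h at 37 °C/5% CO2; CellTiter-Fluor viability read (Ex 405/Em 525), then BugLite luciferase luminescence = Nrf2 activity.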
A549 tox: kills or reduces viability of A549 cells in Nrf2 counter-screen | A549 ARE-Fluc cells, CellTiter-Fluor viability, 18-24 h | Potency, µM (highest dose often 46 µM), for the others: at the top dose activity change, negative = cytotoxicity, usual class: inhibitors | hit rate 0.16% among 390,000 | AID 504648; note: potency is the fitted concentration of half-maximal effect; % is set by controls: 0 for no effect and ±100 for the full control effect
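A549 ARE-Fluc cells in 5% FBS OPTI-MEM, 5000 cells/well, rested 2 h then exposed to compounds in concentration-response for 18-24 h at 37 °C. Viability by CellTiter-Fluor fluorescence (Ex 405/Em 525) after 30 min; luciferase luminescence (BugLite, 15 min, RT) read afterwards.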
MmCpn inh: M. maripaludis TRiC chaperonin inhibition; purified Mm-Cpn ATPase, ADP Transcreener TR-FRET; Potency, µM (doses to about 76.9 µM), without a hit: at the highest dose activity, negative = inhibition, hits mostly inhibitors; hit rate 0.031% among 330,000; note: potency is the fitted concentration of half-maximal effect; % is set by controls: 0 for no effect and ±100 for the full control effect; nearly all actives have a fitted effect of over 80% in size
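Inhibition of chaperonin ATP hydrolysis is measured as reduced ADP production, detected by competitive TR-FRET in which signal falls with ADP. Final enzyme 25 nM and ATP 10 uM, reacted 30 min at 37°C.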
Akt phos inh: inhibitors of Akt phosphorylation. AID 651550. activity change, % for hits at 50 µM. Neuro2A IGF-stimulated pAkt S473 HTRF, 20 min; hits give low values. hit rate 0.32% among 360,000; in the data active = activity change below about -80%; inconclusive = mostly about -51% to -80%; note: % is set by controls: 0 for no effect and ±100 for the full control effect
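Neuro2A cells in DMEM with 0.5% FBS, overnight at 37 deg C, given compound at single 50 µM final, then IGF (6 nM final) for 20 min at 37 deg C. Lysed; phospho-Akt Ser473 by HTRF after 24 h, 665/615 ratio.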
Nrf2 ARE act: Nrf2 pathway activation; AREc32 ARE-luciferase reporter (MCF7-derived line), luminescence, 24 h; Potency, µM (top dose mostly 46.1 µM), for the others: at the top dose activation, actives largely listed as activators; hit rate 0.31% among 410,000; note: potency is the fitted concentration of half-maximal effect; % of control where 0% means no effect; nearly all actives have a fitted effect of over 65% in size
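AREc32_Fluc, 1000 cells/well, OPTI-MEM + 5% FBS, o/n 37 deg C 5% CO2; 23 nL cpd by pin tool, 24 hr; Steady-Glo 30 min RT, luminescence.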
EPAC2 antagonist: EPAC2 (human) antagonism | Q8WZA2 | EPAC2 GEF exchange of Rap1B-BODIPY-GDP, fluorescence | Potency, µM (doses to about 114 µM), for inactives: top-dose activity, negative = inhibition, hits mostly inhibitors | hit rate 0.18% among 360,000 | AID 720708; note: potency is the fitted concentration of half-maximal effect; % is set by controls: 0 for no effect and ±100 for the full control effect; nearly all actives have a fitted effect of over 45% in size; many of its hits are not listed in these tables
An asterisk follows results filed as active; i = inactive; u = inconclusive; x = no result given; [ ] = remark or other dose. Unless noted, calls come from the whole dose curve; as a rule, active = well fitted curve in the direction sought with a large enough effect; inconclusive = small, poorly fitted or top-dose-only effect, or another doubt; inactive = no such curve, though single readings can be large; an effect the other way counts as inactive or inconclusive.

SMILES	TGFb SMAD3 inh	EPAC2 ag	CCT chaperon mod	Nrf2 inh	A549 tox	MmCpn inh	Akt phos inh	Nrf2 ARE act	EPAC2 antagonist
CCOc1ccccc1NC(=O)Cn1c(=O)n(CCC(C)C)c(=O)c2cccnc21	-19%	x	x	2%	1%	x	x	0.8%	x
Cc1ccc(C2=NN(CCC#N)C(=O)CO2)cc1	0%	6%	-0.8	-12%	1%	-1%	i	-0.6%	2%
O=S1(=O)CCN(Cc2ccccc2)CC1	0%	21%	0.5	x	x	x	i	-0.8%	-2%
COc1ccccc1N1CCN(CC(=O)N2CCCC2)CC1	-18%	11%	-2.5	6%	20%	-5%	i	3.5%	0%
NS(=O)(=O)c1ccc(NNC(=O)c2ccccc2)cc1	0%	6%	0.5	9%	5%	0%	i	0.7%	-11%
COc1ccc(Nc2nc(NCc3ccco3)nc(N3CCOCC3)n2)cc1	21%	5%	-0.6	-16%	3%	1%	i	3.3%	-16%
CCCn1c(N)c(N(CCOC)C(=O)COC(=O)CSc2cc(C)c3ccccc3n2)c(=O)[nH]c1=O	-4%	3%	-1.5	1%	-2%	-6%	i	-0.2%	7%
O=C(NCCc1ccccc1F)C1CC(O)CN1C(=O)Nc1ccccc1 (stereo not drawn)	-1%	4%	-1.9	2%	-7%	1%	i	0.4%	1%
O=C1c2ccccc2C(=O)N1CCCCN(C(=O)c1ccc(Cl)s1)c1ccc(Cl)cc1	-2%	12%	-4.3	2%	1%	2%	i	0.0%	4%
CC(O)CNCCOc1ccccc1-c1ccccc1 (stereo not drawn)	-29%	6%	-3.6	11%	5%	2%	i	0.1%	10%
Cc1noc(C)c1NC(=O)N(C)C[C@H]1Oc2c(NC(=O)Nc3ccc4c(c3)OCO4)cccc2C(=O)N([C@H](C)CO)C[C@@H]1C	2%	5%	0.4	-1%	4%	2%	i	-0.4%	0%
COc1ccccc1N1CCN(C2CCCN(C(=O)CCc3cnn(C)c3)C2)CC1 (stereo not drawn)	0%	-8%	-1.5	-3%	1%	3%	i	-0.3%	-3%
COc1ccc2oc(=Nc3ccc(C(=O)O)cc3)c(C(=O)NCc3ccco3)cc2c1	1%	2%	-2.9	-12%	-4%	0%	i	4.8%	-22%
CCC(CC)NC(=O)Nc1cccc(C)c1C	-5%	14%	-0.8	0%	16%	6%	i	-0.1%	-18%[57.1 µM]
CCOC(=O)c1cnc2cc(F)c(F)cc2c1Nc1ccccc1O	-11%	x	x	22%	7%	x	x	-0.8%	x
COc1ccc(-c2ccc(CN3C(C(C)C)C(=O)N(Cc4cn(Cc5ccco5)nn4)CCS3(=O)=O)cc2)cn1 (stereo not drawn)	u	-3%	-3.7	x	x	x	i	12%	-6%
O=C(NCCCN1CCCC1=O)c1ccc([N+](=O)[O-])s1	0%	2%	-2.4	-4%	-10%	-3%	i	u	-5%
O=C(NC(=O)N1CCN(c2ccc([N+](=O)[O-])cn2)CC1)c1ccccc1F	-17%	-2%	0.5	-15%	-17%	-2%	i	0.1%	7%
CCN(CC)S(=O)(=O)c1ccc(N2CCOCC2)c(NS(=O)(=O)c2ccc(C)c(C)c2)c1	-2%	8%	2.8	5%	27%	1%	i	0.2%	4%
CCOC(=O)c1nc(Nc2ccc(C(=O)OCC(C)C)cc2)c2ccccc2n1	-26%	x	x	2%	2%	x	x	3.9%	x
CN(C)C(=O)CCc1ccc2c3c([nH]c2c1)[C@]1(CCc2ccccc2)[C@@H](C(=O)N2CCCCC2)C[C@H](CC(=O)NCc2cccc(C(F)(F)F)c2)C(=O)N1CC3	u	-5%	-1.3	u	-21%	0%	i	0.0%	14%
Cc1ccc(S(=O)(=O)N2CCCCC2)cc1NC(=O)CNc1ccccc1N1CCCC1=O	-12%	2%	-4.9	-6%	-2%	-3%	i	0.2%	-3%
O=C(NN=C1CCCC1)c1ccccc1[N+](=O)[O-]	2%	0%	-3.9	1%	-2%	-3%	i	-0.3%	-2%
CCOC(=O)CSc1nc2c(c(=O)[nH]c(=O)n2C)n1Cc1ccccc1	-15%	19%	0.8	-11%	-2%	-2%	i	0.1%	7%
O=C(Cn1c(=O)sc2ccccc21)Nc1nc2c(s1)CCCC2	13%	0%	0.0	u	-4%	-8%	i	-0.1%	4%
CCCCN(C(=O)c1cc2ccccc2o1)c1c(N)n(CC(C)C)c(=O)[nH]c1=O	-6%	1%	1.8	20%	0%	-3%	i	0.5%	17%
OC[C@@H]1CN(Cc2ccc(-c3ccccc3)cc2)C[C@H](n2cnc3c(NC4CCC4)ncnc32)O1	u	23%	0.3	x	x	x	i	-0.3%	-26%
CCOc1ccccc1CNC(=O)CCn1c(=O)c2cccn2c2ccc(F)cc21	-13%	x	x	16%	4%	x	x	-1.3%	x
CCOc1ccc(-c2cccc(NC(=O)c3cccs3)c2)nn1	-5%	13%	0.2	1%	1%	0%	i	2.7%	-11%
COc1ccc(S(N)(=O)=O)cc1C(=O)OCC(=O)N1CC(=O)Nc2ccccc21	9%	6%	1.4	2%	-2%	3%	i	-0.1%	1%
O=C(NCCN1CCOCC1)c1cc(-c2ccc(F)cc2)nc2ccccc12	12%	5%	0.5	14%	4%	-2%	i	2.3%	1%
Cc1ccc(C(=O)Nc2ccc3c(c2)CCC3)o1	-7%	2%	-0.8	x	-9%	-1%	x	4.1%	1%
CC/C(=N\NC(=O)c1ccc(Br)cc1)c1ccccc1	-11%	1%	1.0	9%	0%	3%	i	-0.2%	-5%
Cc1ccc(S(=O)(=O)N2CCC(C(=O)NCCCN3CCCC3=O)CC2)cc1	22%	5%	-1.3	3%	5%	2%	i	0.5%	12%
CCN(CC)S(=O)(=O)c1ccc2c(c1)nc(SCn1nnc3ccccc3c1=O)n2CC	13%	7%	0.5	2%	-2%	-5%	i	-0.4%	-2%
COc1ccc(CC(=O)OCC(=O)Nc2ccc(Cl)cn2)cc1	0%	5%	-4.0	-10%	-10%	-4%	i	-1.2%	-7%
CC1(C)Cc2c(cnn2-c2cccc(F)c2)C(NC(=O)c2csnn2)C1 (stereo not drawn)	6%	2%	-1.7	u	-8%	-2%	i	-0.5%	-5%
COc1ccc(OC)c(S(=O)(=O)NCc2cccnc2)c1	19%	-6%	-0.4	-7%	-6%	1%	i	0.1%	15%
Cc1ccc(-c2cc(C(=O)Nc3nn[nH]n3)c3ccccc3n2)c(C)c1	-27%	0%	1.1	4%	1%[1.84 µM]	0%	i	2.0%	3%
CCOC(=O)c1ccc(NC(=O)Nc2ccon2)cc1	u	6%	-2.3	13%	-13%	-1%	i	1.0%	-9%
O=C(CN1CCCCCCC1)N/N=C/c1ccccc1F	3%	5%	-1.2	12%	6%	3%	i	0.4%	3%
COc1cccc(CNCCSc2nnnn2C)c1OCc1ccc(Cl)cc1	18µM*	x	x	u	-7%	x	x	7.5%	x
O=C(O)C1CC=CCC1C(=O)NCc1ccc2c(c1)OCO2 (stereo not drawn)	-27%	-6%	0.8	2%	-14%	-5%	i	0.2%	11%
COc1ccccc1C(c1nnnn1CCc1ccccc1)N1CCCCCC1 (stereo not drawn)	u	-12%	-0.7	-20%	0%	3%	i	0.2%	-2%
COCC(C)NC(=O)c1cc(-c2ccccc2OC)on1 (stereo not drawn)	1%	-2%	0.4	9%	1%	0%	i	3.6%	-1%
CCOC(=O)CSC1=C(C#N)C(c2ccc(Cl)cc2)CC(=O)N1 (stereo not drawn)	u	11%	-2.2	-19%	1%	-2%	i	4.2%	-4%
COc1ccc(Cl)cc1S(=O)(=O)N1CCCC(C(=O)N2CCOCC2)C1 (stereo not drawn)	1%	1%	1.1	1%	2%	-9%	i	0.2%	-1%
COc1cccc(-c2cc(C(=O)N3CCN(C(c4ccccc4)c4ccccc4)CC3)no2)c1	-1%	16%	1.0	u	-2%	-1%	i	0.4%	-10%
CC(C)(C)n1nc2c(c1NC(=O)Cc1ccc([N+](=O)[O-])cc1)CS(=O)(=O)C2	15%	3%	-0.8	12%	-8%	-2%	i	0.2%	-5%
Cn1c(=O)cc(OCCCC(=O)NCCC2=CCCCC2)c2ccccc21	4%	-4%	0.8	1%	-1%	-2%	i	4.8%	8%
Cc1ccn2c(Nc3ccc4c(c3)OCO4)c(-c3ccccn3)nc2c1	u	14%	-6.2	u	-18%	-1%	i	-0.6%	-8%
CNC(=O)/C(=C\c1ccco1)NC(=O)c1ccco1	-1%	0%	-1.6	0%	-10%	0%	i	5.4%	0%
Cc1ccccc1COc1cccc(/C=N/NC(=O)c2nnn(-c3nonc3N)c2C)c1	3%	2%	0.9	u	-17%	2%	i	0.3%	9%
COc1ccc(-c2csc(NC(=O)c3ccccc3NS(=O)(=O)c3ccc(C)cc3)n2)cc1	3.5µM*	13%	0.7	16µM*	u	-21%	i	6.1%	u

A different layout for some results above:
| SMILES | TGFb SMAD3 inh | EPAC2 ag | CCT chaperon mod | Nrf2 inh | A549 tox | MmCpn inh | Akt phos inh | Nrf2 ARE act | EPAC2 antagonist |
| --- | --- | --- | --- | --- | --- | --- | --- | --- | --- |
| COCC(C)NC(=O)c1cc(-c2ccccc2OC)on1 (stereo not drawn) | 1% | -2% | 0.4 | 9% | 1% | 0% | i | 3.6% | -1% |
| CCOC(=O)CSC1=C(C#N)C(c2ccc(Cl)cc2)CC(=O)N1 (stereo not drawn) | u | 11% | -2.2 | -19% | 1% | -2% | i | 4.2% | -4% |
| COc1ccc(Cl)cc1S(=O)(=O)N1CCCC(C(=O)N2CCOCC2)C1 (stereo not drawn) | 1% | 1% | 1.1 | 1% | 2% | -9% | i | 0.2% | -1% |
| COc1cccc(-c2cc(C(=O)N3CCN(C(c4ccccc4)c4ccccc4)CC3)no2)c1 | -1% | 16% | 1.0 | u | -2% | -1% | i | 0.4% | -10% |

These rows are one share of the data, so the mix of outcomes need not match the whole.
